# Myeloid diff 2 = promotes myeloid progenitor differentiation; actives 1% (n = 360,000); ER-HoxA9 myeloid progenitors, lysozyme-GFP differentiation, flow cytometry; calls only at 10 µM; AID 624256;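 active = normalized GFP-positive differentiation at or above the plate's own cutoff, the solvent-only control mean plus 3 SD; inconclusive = no clear call, values can overlap the other calls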;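 also: cells exposed to compound for four days before flow analysis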
# Lipid droplet = hepatic lipid droplet formation modulation; AML12 mouse hepatocytes, oleate lipid droplets, BODIPY imaging; inhibition, % at 6.5 µM; actives 0.4% (n = 240,000); AID 1656;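 active = lipid droplet intensity inhibited by at least 50%, with more than 500 cells counted; inconclusive = wells with under 300 cells, treated as cytotoxic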
#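 Assay system: AML12 mouse liver cells | Compound: 6.5 µM single-point dosing | Schedule: Overnight exposure | Technique: Fluorescence imaging, 20x objective, two fields per well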
# UTI89 phage lysis = protection from phage-mediated lysis, alamar blue read-out – E. coli UTI89, K1F phage, bacterial capsule biogenesis inhibitors (AID 488966); actives 0.02% (n = 340,000); inhibition, % at 100 µM; hits with a dose series show IC50 in µM; E. coli UTI89 K1F phage lysis, alamar blue, 2 h; higher % means a stronger effect;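 active = phage lysis inhibition, versus mean bacterial control, above a set limit; inconclusive = no clear call, values can overlap the other calls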;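 also: capsule biogenesis inhibitors block K1F phage lysis so surviving cells raise fluorescence; higher fluorescence means more inhibition of phage lysis; actives were called in the ten point dose series up to 300 µM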
# Lipid droplet cells 6.5 µM = recorded beside Lipid droplet, whose call it bears; cell count; measured here: cell count, cytotoxicity flag;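 cells counted across two imaged fields per well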
# Myeloid diff 2 GFP+ MAC1+ % = recorded beside Myeloid diff 2, whose call it bears; GFP+ MAC1+ double positive, %; measured here: differentiation confirmed by MAC1 staining
# Active calls of the source: *; i = inactive; ? = inconclusive; . = no result given; + = active, no number; [ ] = another dose, or the depositor's remark. These rows are one share of the data (hit frequency here may not be typical).
SMILES,Myeloid diff 2,Myeloid diff 2 GFP+ MAC1+ %,Lipid droplet,Lipid droplet cells 6.5 µM,UTI89 phage lysis
COc1cc(/C=N/Nc2ccc(Cl)c(C(=O)O)c2)ccc1OC(=O)c1ccc(F)cc1,i,0.5,-8,753,-0.8%
Cc1c(CN2CC[C@@H](N3CCN(c4ccccn4)CC3)[C@H](O)C2)[nH]c2ccc(F)cc12,i,0.3,-18,793,0.2%
COc1cccc(CN2CCNC(=O)C2CC(=O)N(C)CCC2CCOCC2)c1OC (stereo unspecified),i,0.4,-6,790,0.5%
Cc1ccc(CNC(=O)CN(c2ccc(C(C)C)cc2)S(=O)(=O)c2c(C)noc2C)cc1,i,3.8,-16,711,0.3%
Cn1c2ccccc2c(=O)c2ccc(-c3ccc4c(c3)OCO4)cc21,i,1.3,6,701,-0.5%
CCC(=O)N1CCc2cc(S(=O)(=O)CCC(=O)NCCc3ccc(S(N)(=O)=O)cc3)ccc21,i,6.0,-16,731,0.3%
CCOc1ccc(S(=O)(=O)NCCC(=O)N(C)CC(=O)Nc2ccc(OC)cc2)cc1,i,1.9,6,832,-0.2%
CCc1ccc(CN2CCC(Oc3ccc(C(=O)N4CCCC4)cc3)CC2)cc1,i,0.0,-2,881,2.4%[50 µM]
CCCNc1c(NS(=O)(=O)c2ccc(NC(=O)CC)cc2)c(=O)oc2ccccc12,i,1.1,4,702,0.5%
CCOC(=O)N1CCN(c2nc(-c3ccccc3)c3cc(C)ccc3n2)CC1,i,1.0,-5,828,1.2%[50 µM]
O=C(COC(=O)/C=C/c1ccc(C(F)(F)F)cc1)NC1CCCC1,i,1.0,7,744,0.0%
COc1ccc(C(=O)Oc2ccc(/C=N/Nc3ccc(Cl)c(C(=O)O)c3)cc2OC)cc1,i,1.3,1,755,-2.6%
O=C1NC(=O)C(Cc2c[nH]c3ccccc23)N1 (stereo unspecified),i,0.6,-4,730,0.4%
Cc1nc(N2CCC(C)CC2)c2c(C)c(C(=O)Nc3ccc4c(c3)OCCO4)sc2n1,i,4.2,-7,768,0.4%
COc1ccc(OC(=O)c2cc3cc(Cl)ccc3oc2=O)cc1,i,0.8,-4,797,-1.0%
COc1cccc(CNC(=O)c2cc(C)nc3ccccc23)c1,i,0.0,-19,792,-0.1%
Cc1nc2cc(NCc3ccc(Cl)cc3)ccc2n1C,i,0.3,6,840,0.4%
COc1ccc2nc(/N=C/c3cccc(OC)c3O)sc2c1,i,0.6,-1,885,0.4%[50 µM]
Cn1ccnc1SCC(=O)Nc1ccc(Br)cc1C(F)(F)F,i,2.8,-21,639,0.2%
CSc1ncc(C(=O)Nc2cccc(Cl)c2)c(C)n1,i,0.5,0,844,1.1%[50 µM]
OCCC1CN(Cc2cc3ccccc3o2)CCN1Cc1ccc(F)cc1 (stereo unspecified),i,0.2,-2,794,-0.2%
CC(=O)c1ccc(N(CC(=O)NC2CCCC2)C(=O)CCC(=O)Nc2cc(C)on2)cc1,i,2.8,-11,789,0.4%
CC(C)(C)c1ccccc1NC(=S)NC1CCCC1,i,1.0,-14,829,0.4%[50 µM]
COC(=O)c1ccc(C2c3[nH]c4ccccc4c3C[C@H]3C(=O)N(C4CCN(Cc5ccccc5)CC4)CC(=O)N23)cc1 (stereo partly specified),i,0.3,11,661,0.0%
CN(N)c1nc(-c2ccccc2)cc(-c2ccccc2)n1,i,0.2,-2,769,1.0%
CNc1nc2ccccc2n1CC(=O)c1ccccc1,i,0.3,-3,813,0.0%
O=C(c1ccc(Br)cc1)c1cc2ccc(O)cc2oc1=O,i,0.7,-16,809,-0.4%
COc1ccc(C(C(=O)NC(C)(C)C)N(CCC(C)C)C(=O)CCC(=O)Nc2cc(C)on2)cc1 (stereo unspecified),+,7.2*,114*,800*,-0.5%
COc1cccc(C(=O)NCCC(=O)NCc2cc(=O)n(C)c(=O)n2C)c1,i,0.5,-1,768,0.4%
CCCNC(=O)c1nn2c(C(F)(F)F)cc(-c3ccccc3)nc2c1Cl,i,0.5,11,830,0.8%
CCCCc1nc2cc(C(=O)NCc3ccccn3)ccc2o1,?,.,0,749,-3.1%
O=C(Nc1ccc(Oc2cccnc2)cc1)C1CCN(Cc2ccccc2F)CC1,i,2.2,-4,796,-0.2%
CC(=O)N1c2ccc(S(=O)(=O)NCCC(=O)Nc3ccc(C)c(Cl)c3)cc2CC1C (stereo unspecified),i,1.0,-11,645,0.1%
Cc1ccccc1OCC(O)CN1CCN(CC(O)COc2ccccc2C)C(C)C1 (stereo unspecified),i,0.5,11,801,-0.3%
Nc1ncc(S(=O)(=O)c2ccc(Cl)cc2)c(N)n1,i,0.5,0,827,0.1%
O=C(NCCS(=O)(=O)c1ccc(Br)cc1)c1ccccc1Cl,i,1.0,-8,865,0.9%[50 µM]
CCN(CC)C(=O)C(Oc1ccc(S(=O)(=O)N2CCCC2)cc1[N+](=O)[O-])c1ccccc1 (stereo unspecified),i,0.6,-27,700,0.0%
O=C(/C=C/c1cccc(F)c1)NCc1ccc2c(c1)OCO2,i,0.5,0,783,0.2%
Cn1cc(CN2CCCC(C(=O)Nc3cccc(-n4cccn4)c3)C2)cn1 (stereo unspecified),i,1.6,-2,776,0.4%
CC1C(=O)Nc2ccc(S(=O)(=O)NCCc3ccc(Cl)cc3)cc2NC1=O (stereo unspecified),i,2.2,-7,755,-0.2%
O=C(O)c1cccc([N+](=O)[O-])c1C(=O)Nc1cccc2ccccc12,i,0.8,1,791,0.3%
Cc1ccc(NC(=O)CCCC2CCCCC2)c(O)c1,i,0.7,10,722,1.0%
COc1cccc(CC(=O)OCC(=O)N2CCN(c3ccc(F)cc3)CC2)c1,i,0.5,-5,826,0.2%
O=C(CSc1nnc(-c2ccco2)o1)Nc1cccc([N+](=O)[O-])c1,i,1.2,1,841,1.3%[50 µM]
CCOc1ccccc1NC(=O)CN(C)S(=O)(=O)c1ccc2[nH]c(=O)oc2c1,i,0.7,-6,708,0.1%
O=[N+]([O-])c1cc2c(cc1CN1CCN(c3ccccc3)CC1)OCO2,i,0.7,-2,792,-0.7%
COc1cccc(NC(=O)CN2C(=O)COc3ccc(C)cc32)c1,i,0.4,1,802,1.0%
CCOc1ccc(Nc2nc(NCC(=O)O)nc(N)c2[N+](=O)[O-])cc1,i,0.7,10,784,0.1%
CCOc1ccccc1NC(=O)COC(=O)C1CC(=O)N(c2c(C)cccc2C)C1 (stereo unspecified),i,0.2,7,819,0.0%
Cc1ccc(NC(=O)N2C3CCCC2CC(NC(=O)C(C)(C)C)C3)cc1 (stereo unspecified),i,0.5,-12,797,0.1%
COc1ccc(OC)c(-c2nc(C(=O)NC3CCN(Cc4ccccc4)CC3)cc3c2[nH]c2ccccc23)c1,i,3.0,-22,778,5.9%
Cc1ccc(NC2=CC(=O)CC(C)(C)C2)cc1Cl,i,0.3,-14,796,0.0%
CCCCN1C(=O)N(c2ccccc2Cl)C(C)(O)CC1(C)C (stereo unspecified),i,0.7,-1,413,-0.7%[50 µM]
CCN(c1ccc(OC)cc1)S(=O)(=O)c1nnc(NC(=O)CC(C)C)s1,i,0.3,-3,852,-0.1%
COc1ccc(/C=N/NC(=O)c2cccc([N+](=O)[O-])c2)c2ccccc12,i,0.3,4,828,0.2%
Cc1ccc(NC(=O)CCn2c(=S)oc3ccccc32)cc1F,i,0.8,5,874,-0.2%
CC1(C)CCC(=O)N(c2ccc(OC(F)(F)F)cc2)C1=O,i,1.4,4,407,0.0%
CC1CCN(C(=O)CSc2nc3c(c(=O)n(C)c(=O)n3C)n2C)CC1,i,1.4,-7,776,0.1%
O=C(c1ccccc1)c1ccc(Oc2ccc(C(=O)O)c(C(=O)O)c2)cc1,i,0.6,-2,803,0.0%
Cc1nn(C)c(NC(=O)c2ccccc2Cl)c1Cl,i,0.5,-5,826,0.1%

# Later entries.
SMILES,Myeloid diff 2,Myeloid diff 2 GFP+ MAC1+ %,Lipid droplet,Lipid droplet cells 6.5 µM,UTI89 phage lysis
COc1cc(NC(=O)CC(C)S(=O)(=O)c2ccc3c(c2)NC(=O)CO3)cc(OC)c1OC (stereo unspecified),i,0.0,4,737,4.2%
CCOc1ncc(S(=O)(=O)N2CCN(CC)CC2)cc1C(=O)O,i,1.6,-4,834,1.0%
O=C(Nc1ccc(N2CCOCC2)cc1N1CCOCC1)c1ncoc1-c1cccc(F)c1,i,0.8,-4,787,0.2%
Cc1cccc(C)c1NC(=O)CCCn1nc(C)c2c(C)n(-c3ccccc3)nc2c1=O,i,0.0,-2,688,0.4%
CC(CCc1ccccc1)OS(N)(=O)=O (stereo unspecified),i,1.6,0,837,2.7%
COc1cccc(N2CC(C(=O)Nc3nnc(SCCC4OCCO4)s3)CC2=O)c1 (stereo unspecified),i,1.7,18,672,-0.1%
CC(CCc1ccccc1)NC(=O)CN(C)Cc1ccc(F)cc1 (stereo unspecified),i,0.4,-8,844,-0.1%
Cc1ccccc1OCCN1CCCC1,i,0.3,3,857,0.4%
C/C(CC(=O)Nc1cc(C)ccn1)=N\NC(=O)c1ccc(C(C)(C)C)cc1,i,3.5,-20,737,1.0%
CCNS(=O)(=O)c1ccc(CCC(=O)Nc2ccc3c(c2)OCCO3)cc1,i,0.4,3,821,0.3%
C=CCN(C(=O)c1csnn1)C(C(=O)NCc1ccc(F)cc1)c1ccccc1F (stereo unspecified),i,0.9,25,799,-0.1%
Cc1ccc(C)c(N2CCN(C(=O)c3ccc(N4CCCC4=O)cc3)CC2)c1,i,5.3,-21,733,-0.9%
Cc1ccc(-c2nc(CS(=O)CC(=O)NC3CCCC(C)C3C)c(C)o2)cc1 (stereo unspecified),i,4.9,15,731,0.1%
Cc1c2cnn(CC(=O)NCc3ccccn3)c(=O)c2c(C)n1Cc1ccc(Cl)cc1,i,6.4,-9,683,-0.4%
O=C(NCC1CCCO1)c1cc(-c2ccccc2F)no1 (stereo unspecified),i,1.0,10,729,3.0%
COc1cccc(Nc2c([N+](=O)[O-])cncc2[N+](=O)[O-])c1,i,0.3,-2,838,0.4%
CCOC(=O)c1sc(NC(=O)C2CC(=O)N(c3ccc(OC)cc3)C2)nc1C (stereo unspecified),i,0.7,-13,710,0.0%
C=Cc1ccc(COC(=O)c2cn(CC)c3nc(C)ccc3c2=O)cc1,i,0.5,1,807,-0.1%
COc1ccc(CCNC(=O)c2ccc3c(c2)NC(=O)C(C(C)C)N3)cc1OC (stereo unspecified),i,0.6,25,823,0.6%
COc1ccc(NC(=O)CCNS(=O)(=O)c2ccc3[nH]c(=O)oc3c2)cc1Cl,i,1.2,-33,721,0.3%
CCCCn1c(N)c(N(CC(C)C)C(=O)C2CC(=O)N(Cc3ccco3)C2)c(=O)[nH]c1=O (stereo unspecified),i,1.0,5,669,0.1%
O=C(CN1C(=O)S/C(=C\c2ccccc2F)C1=O)NC1CCS(=O)(=O)C1 (stereo unspecified),i,0.0,-6,723,0.0%
Cc1cc(C=O)c(O)cc1O,i,2.1,51*,826*,5.7%
Cc1ccccc1C(=O)Nc1ccnn1C1CCN(Cc2cnn(C(C)C)c2)CC1,i,1.4,13,896,-0.2%
CCCNC(=O)CCn1cc(-c2ccc(OC)cc2)nc1-c1ccncc1,i,0.8,1,735,4.7%
COc1cc(Cl)ccc1OCc1cc(C(=O)N(C)CCc2cnn(C)c2)no1,i,1.6,-1,680,1.4%
O=S(=O)(c1ccc(F)cc1)N1CCN(S(=O)(=O)c2cccs2)CC1,i,4.9,0,669,0.7%[50 µM]

# High-throughput results as filed in PubChem.
